HTR5A ag: activates human HTR5A in OPRM1-OPRD1 agonist counter-screen | hit rate 0.61% among 340,000 | P47898 | HTR5A agonist assay, luminescence, cell-based | activation, % at 9.3 µM; in the data active means activation mostly above about 9.5%, no sharp cut-off; inactive means mostly below about 7.6%;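 further: 0% = cells with vehicle only and 100% = reference agonist; strong numbers were not always called active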
DSG3 Ab inh: inhibitors of pemphigus antibody binding to human desmoglein-3. DSG3-coupled beads, scFv-anti-DSG3-GFP binding, flow cytometry; active compounds read low. binding (percent of control), % at 10 µM. hit rate 0.48% among 310,000;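 active means binding more than 3 SD below its plate's average and above zero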;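 further: hits lower antibody fragment binding to DSG3; some compounds called inactive have numbers as strong as hits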
AddAB inh: less growth of phage-infected E. coli with AddAB; E. coli expressing H. pylori AddAB, absorbance growth; inhibition, % at 11.9 µM; hit rate 0.29% among 330,000; in the data active means inhibition above about 12%;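 further: 0% = vehicle wells of infected cells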
PKA-R1A act: activates the PKA-R1A holoenzyme complex. activation, % at 11.4 µM. hit rate 0.083% among 340,000. PKA-R1A dissociation, Cy5-IP20 fluorescence polarization; scaled: DMSO 0%, 113 µM cGMP 100%;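 active means percent activation above the mean of all tested compounds plus 3 SD, cut at about 19% in these data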;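 further: higher means more PKAc released from R1A so a rise in polarization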
MOR-DOR ag: OPRM1-OPRD1 heterodimerization agonism. cells, luminescence. activation, % at 9.3 µM. AID 504326. hit rate 0.3% among 340,000; in the data active means activation above about 18%;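 further: 0% = vehicle-treated cells and 100% = reference agonist; values of inactives mirror those of a sister screen read the other way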
Target sequence (P35372 whole entry, looked up): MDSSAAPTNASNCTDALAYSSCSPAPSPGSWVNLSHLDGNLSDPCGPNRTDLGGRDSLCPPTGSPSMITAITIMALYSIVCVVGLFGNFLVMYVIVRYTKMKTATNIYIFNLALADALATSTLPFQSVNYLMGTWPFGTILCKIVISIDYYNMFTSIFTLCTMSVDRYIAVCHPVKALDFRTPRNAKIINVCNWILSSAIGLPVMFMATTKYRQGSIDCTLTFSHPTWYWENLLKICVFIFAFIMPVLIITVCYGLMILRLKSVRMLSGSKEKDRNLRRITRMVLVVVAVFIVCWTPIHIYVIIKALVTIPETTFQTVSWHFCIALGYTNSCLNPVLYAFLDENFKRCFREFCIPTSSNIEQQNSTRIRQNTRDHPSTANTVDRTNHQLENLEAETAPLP
Target sequence (P41143 whole entry, looked up): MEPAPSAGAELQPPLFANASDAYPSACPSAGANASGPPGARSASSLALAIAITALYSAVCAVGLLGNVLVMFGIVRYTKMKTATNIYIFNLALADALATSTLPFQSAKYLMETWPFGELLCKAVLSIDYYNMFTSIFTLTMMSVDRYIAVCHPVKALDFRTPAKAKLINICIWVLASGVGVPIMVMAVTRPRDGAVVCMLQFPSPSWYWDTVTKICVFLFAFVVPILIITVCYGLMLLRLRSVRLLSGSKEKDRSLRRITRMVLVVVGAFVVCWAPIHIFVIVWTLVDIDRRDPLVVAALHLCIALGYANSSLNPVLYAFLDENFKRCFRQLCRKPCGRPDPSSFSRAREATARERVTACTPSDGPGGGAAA
HTR5A inv ag: counter-screen for OPRM1-OPRD1 inverse agonists: human HTR5A inverse agonism; P47898; HTR5A cell line, luminescence; inhibition, % at 9.3 µM; hit rate 0.083% among 340,000; in the data active means inhibition mostly above about 23%, no sharp cut-off; inactive means mostly below about 18%;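 further: 0% = cells with DMSO and 100% = no-cell wells with DMSO; some compounds called inactive have numbers as strong as hits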
E coli growth: reduces bacterial viability in AddAB counter-screen; E. coli V3065 growth, OD600 absorbance, 18 h; inhibition, % at 11.9 µM; hit rate 0.27% among 330,000;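 active means inhibition above the campaign's mean inhibition across all tested compounds plus 3 SD, cut at about 9.9% in these data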;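 further: uninfected addAB+ strain grown without phage in ampicillin broth; 0% = DMSO wells and 100% = ciprofloxacin 0.95 µg/ml wells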
SUMO Mot1 rescue: blocks SUMOylation pathway, rescuing yeast Mot1-301 growth. hit rate 1% among 320,000. S. cerevisiae Mot1-301 growth rescue, ATP luminescence, 38.5C; percent above DMSO median, 100 means doubled. growth rescue, % at 18.8 µM;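 active means every valid replicate shows activation above 250% relative to neutral control wells; inactive means the rest, any valid replicate at or below 250%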;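 further: OY570 slx delta 5 strain wells were the positive control but not used for scaling; some compounds called inactive have numbers as strong as hits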
phage Ecoli inh: E. coli growth loss with phage present | inhibition, % at 11.9 µM | growth absorbance | hit rate 0.26% among 360,000; in the data active means inhibition above about 11%
OPRM1-OPRD1 inv: inverse agonists of human mu-delta opioid receptor heterodimerization. cell-based MOR-DOR heterodimer luminescence, inverse agonism. inhibition, % at 9.3 µM. hit rate 0.21% among 340,000; in the data active means inhibition above about 22%, passing the limit was not always enough;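 further: 0% = cells with DMSO and 100% = wells without cells with DMSO; values of inactives mirror those of a sister screen read the other way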
PfHsp90 yeast 2: inhibits growth of yeast expressing Plasmodium falciparum Hsp90 | S. cerevisiae expressing PfHsp90, BacTiter-Glo ATP, 48 h; yeast lacking PDR1 and PDR3 efflux regulators | inhibition, % at 9.4 µM | AID 504621 | hit rate 0.32% among 310,000;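 active means every replicate shows inhibition above about 80%, whatever the replicate mean, limit read from the data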;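 further: 0% = DMSO neutral controls and 100% = 20 µM radicicol positive controls; yeast relying on Plasmodium falciparum Hsp90 in place of its own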
* hit, by the source's call; · = no result given; & = joins results of further samples. An excerpt; the hit share may differ from the screen's.

SMILES	HTR5A ag	DSG3 Ab inh	AddAB inh	PKA-R1A act	MOR-DOR ag	HTR5A inv ag	E coli growth	SUMO Mot1 rescue	phage Ecoli inh	OPRM1-OPRD1 inv	PfHsp90 yeast 2
C[C@@H]1C(=O)O[C@@H]2[C@H](O)C34[C@@H]5OC(=O)C3(O[C@H]3OC(=O)[C@H](O)C34[C@H](C(C)(C)C)[C@H]5O)[C@@]12O (some centres undefined)	-1	110	0.3	-7	-0.9	2	0.0	60	0.3	5	-18
COP(=O)(CC(=O)O)c1ccccc1 (centres undefined)	4	94	0.8	-4	-2.0	-28	1.6	-12	-1.0	10	·
CC12CN3CN(C1)CC(c1ccccc1)(C3)C2=O	8	99	0.9	2	-1.1	-21	-0.8	-3	4.5	6	-13
NCCCCCC(=O)OC1N=C(c2ccccc2Cl)c2cc(Br)ccc2NC1=O (centres undefined)	1	130	-0.1	-10	-1.3	17	-0.3	142	3.2	6	6
Cc1cccc(OCCn2cccc2/C=C2/C(=O)NC(=O)N(Cc3ccco3)C2=O)c1	·	106	-0.3	·	·	·	0.9	21	3.3	·	·
CNC(C(=O)c1ccccc1)C(OC(C)C)c1ccc(Cl)cc1 (centres undefined)	8	100	1.9	-1	5.1	2	0.8	481	-0.9	-29	-19
COC(=O)C1=C(c2cc3ccccc3o2)C[C@@H]2CC[C@H]1N2C(=O)N1CCCC1	2	100	4.0	-12	0.3	-5	-2.9	-1	2.6	-2	-16
C[C@@H]1CC2C3CC=C4C[C@@H](O)CC[C@]4(C)C3CC[C@]2(C)[C@H]1O (some centres undefined)	3	120	-3.0	-3	0.4	-13	-1.7	58	3.5	-2	15
CCN1CCN(C(=O)COc2ccc3oc4c(c3c2)CCCC4)CC1	1	97	-0.3	-13	-0.8	-3	-1.1	-5	1.4	4	2
O=C(NCc1cccnc1)NC1CCCCC1	1	95	1.0	-6	-0.7	-3	0.4	-12	1.2	4	·
COC(=O)C1=C(c2cc3ccccc3s2)C[C@@H]2CC[C@H]1N2C(=O)NCCS(C)=O (some centres undefined)	-1	100	1.9	7	-0.4	0	-2.2	69	1.6	2	17
CCC1=Nc2cc(C(=O)N3CCC4(CC3)OCCO4)ccc2Sc2ccc(C)cc21	-6	100	0.5	-1	-1.4	-3	0.2	-10	2.6	7	0
Cc1cc(N(CCCl)CCCl)ccc1/C=N/N=C(\N)c1cnccn1	1	102	-2.0	6	-3.4	-20	1.7	22	-0.4	18	-1
COc1cccc(-c2sc3ccccc3c2-c2ccc(OCCN3CCOCC3)cc2)c1	4	96	-1.2	-1	1.1	-12	-3.5	462*	3.3	-6	23
CCCc1nnc(NC(=O)CCC(=O)N2CCC3(CC2)OCCO3)s1	1	107	-0.6	2	0.1	-19	0.1	-13	-1.9	0	5
CNC(=O)Oc1ccc2c(c1)C(=O)c1ccccc1CO2	-2	123	1.9	4	-0.4	-7	-0.6	-20	4.3	2	-1
CC1(C)C(=O)CC[C@@]2(C)C1=CCC1C2CC[C@]2(C)C(=O)CCC12 (some centres undefined)	-1	101	-0.1	-5	5.8	5	-0.1	3	1.6	-30	-12
COC(=O)C1=C(c2ccc(F)cc2F)C[C@@H]2CC[C@H]1N2C(=O)NC1Cc2ccccc2C1	-2	100	3.2	4	-2.6	1	0.6	-3	1.3	15	9
CCOC(=O)C1=C(C)OC(N)=C(C(=O)OCC)C12C(=O)Nc1ccc(Br)cc12 (centres undefined)	1	101	3.2	9	-0.1	0	-3.3	8	-0.3	1	·
Cc1ccccc1N1C(=O)CC(=O)NC1=O	-3	108	2.8	-8	0.5	-3	2.6	5	0.6	-2	·
Cc1cc(OC(=O)N(C)C)nc(SCc2c(Cl)cccc2Cl)n1	9	·	2.9	-4	0.4	-6	1.6	29	1.3	-2	-14
Cc1nonc1OCCNc1ccc([N+](=O)[O-])c2cccnc12	0	·	0.4	-5	-2.3	-4	0.1	0	-1.1	12	7
CCCNC(=O)c1c(N)n(Cc2ccc3c(c2)OCO3)c2nc3ccccc3nc12	-5	92	1.0	-12	0.7	8	0.9	79	·	-4	13
CCOCCCn1c(N)c(C(=O)Nc2sc3c(c2C(=O)OC)CCCC3)c2nc3ccccc3nc21	-6	95	0.1	-8	1.0	14	1.7	3	-0.3	-6	-26
Cc1cc(N2CCCCC2)ccc1C=C1C(=O)N(C)C(=S)N(C)C1=O	3	102	0.7	-7	1.3	7	-1.5	8	0.2	-6	24

10 entries from above, sorted by molecular weight, largest number first:
SMILES	HTR5A ag	DSG3 Ab inh	AddAB inh	PKA-R1A act	MOR-DOR ag	HTR5A inv ag	E coli growth	SUMO Mot1 rescue	phage Ecoli inh	OPRM1-OPRD1 inv	PfHsp90 yeast 2
CCOCCCn1c(N)c(C(=O)Nc2sc3c(c2C(=O)OC)CCCC3)c2nc3ccccc3nc21	-6	95	0.1	-8	1.0	14	1.7	3	-0.3	-6	-26
NCCCCCC(=O)OC1N=C(c2ccccc2Cl)c2cc(Br)ccc2NC1=O (centres undefined)	1	130	-0.1	-10	-1.3	17	-0.3	142	3.2	6	6
Cc1cccc(OCCn2cccc2/C=C2/C(=O)NC(=O)N(Cc3ccco3)C2=O)c1	·	106	-0.3	·	·	·	0.9	21	3.3	·	·
COC(=O)C1=C(c2cc3ccccc3o2)C[C@@H]2CC[C@H]1N2C(=O)N1CCCC1	2	100	4.0	-12	0.3	-5	-2.9	-1	2.6	-2	-16
CNC(C(=O)c1ccccc1)C(OC(C)C)c1ccc(Cl)cc1 (centres undefined)	8	100	1.9	-1	5.1	2	0.8	481	-0.9	-29	-19
C[C@@H]1CC2C3CC=C4C[C@@H](O)CC[C@]4(C)C3CC[C@]2(C)[C@H]1O (some centres undefined)	3	120	-3.0	-3	0.4	-13	-1.7	58	3.5	-2	15
CNC(=O)Oc1ccc2c(c1)C(=O)c1ccccc1CO2	-2	123	1.9	4	-0.4	-7	-0.6	-20	4.3	2	-1
CC12CN3CN(C1)CC(c1ccccc1)(C3)C2=O	8	99	0.9	2	-1.1	-21	-0.8	-3	4.5	6	-13
O=C(NCc1cccnc1)NC1CCCCC1	1	95	1.0	-6	-0.7	-3	0.4	-12	1.2	4	·
Cc1ccccc1N1C(=O)CC(=O)NC1=O	-3	108	2.8	-8	0.5	-3	2.6	5	0.6	-2	·

Later entries
SMILES	HTR5A ag	DSG3 Ab inh	AddAB inh	PKA-R1A act	MOR-DOR ag	HTR5A inv ag	E coli growth	SUMO Mot1 rescue	phage Ecoli inh	OPRM1-OPRD1 inv	PfHsp90 yeast 2
Cc1ccc(CN2CCN(Cc3ccccc3F)CC2)cc1	-4	95	1.6	-14	1.0	10	1.3	7	-1.2	-6	18
Cc1ncc(CN2CCCC(C(=O)c3ccc(C(C)(C)C)cc3)C2)s1 (centres undefined)	-1	108	-0.2	0	5.5	2	-0.3	19	2.8	-28	-6
Cc1cc(C)cc(OCCOc2cccc(C=C3C(=O)NC(=O)NC3=O)c2)c1	1	97	3.0	12	1.1	-3	-0.3	12	0.9	-5	-23
C=C1C(=O)O[C@@H]2C[C@@H](C)[C@@H]3C=CC(=O)[C@@]3(C)[C@@H](O)[C@H]12	2	105	1.6	-10	-2.2	-8	-3.6	-32	3.9	12	14
CN(C)C(=O)Oc1noc2cc(Cl)ccc12	6	·	0.3	-4	-2.3	15	1.3	3	-0.5	12	-7
Clc1ccc(C(c2ccc(Cl)cc2)n2cc[n+](CC(OCc3ccc(Cl)cc3Cl)c3ccc(Cl)cc3Cl)c2)cc1 (centres undefined)	20	142	0.0	-2	63*	-10	4.6	-45	6.9	-347	107*
CC1([N+](=O)[O-])COP(=O)(NC2CCCC2)OC1 (centres undefined)	1	·	·	-7	-2.7	-6	·	·	0.9	13	23
CCN1C(=O)C(=C/C=C/c2ccco2)C(=O)N(CC)C1=S	9	78	1.6	-11	-2.1	7	3.8	-21	0.0	11	-12
Brc1cccc(CNCCc2ccc3c(c2)OCO3)c1	1	118	1.2	-12	0.8	-5	-0.4	-13	2.4	-4	-21
O=C1NC(=O)C(CCc2ccncc2)(C2CCCCC2)C(=O)N1	-8	·	2.2	0	-1.3	17	-0.6	4	4.1	7	·
Cc1cc(=O)oc2cc(OCC(=O)N3CCN(Cc4ccc5c(c4)OCO5)CC3)ccc12	2	102	2.4	-1	-2.6	-25	0.0	27	3.2	13	-3
CN(N)N=Nc1nc2c([nH]1)c(=O)n(C)c(=O)n2C	3	117	-0.4	2	-0.4	16	-1.6	1	4.2	2	1
c1ccc2nc(N3CCNCC3)ccc2c1	3&4	103&94	1.4	-9&-5	-0.5&-1.8	-9&-15	0.7	-14	4.1&6.2	3&10	37&-13
C[N+]1(C)C2CCC1CC(OC(=O)c1ccccc1)C2 (centres undefined)	5	99	1.2	-4	-3.0	-3	2.1	81	2.3	15	-3
C[N+]1(C)[C@@H]2CC[C@H]1CC(OC(=O)C(c1ccccc1)c1ccccc1)C2 (some centres undefined)	-3	106	-1.3	2	-2.0	12	-0.3	-11	1.8	10	-12
C[C@H]1CC2C3CC=C4C[C@@H](O)CC[C@]4(C)C3CC[C@]2(C)[C@H]1O (some centres undefined)	2	114	-0.7	-10	-3.5	-8	0.6	20	3.0	18	15
CC(C)N(Cc1ccco1)/N=C/c1c(O)n(Cc2ccccc2)c(=O)[nH]c1=O	0	·	0.8	-3	-2.1	-21	-1.4	-18	-0.7	11	9
CCOC(=O)C1=C(N)Oc2cc(C)oc(=O)c2C12C(=O)N1c3c(cccc32)C(C)CC1(C)C (centres undefined)	5	98	0.2	-10	-0.3	5	-2.3	27	·	2	9
Cc1ccccc1N1C(=O)NC(=O)/C(=C/c2ccc(N3CCOCC3)o2)C1=O	-6	113	-0.4	-10	-3.0	7	0.1	-5	1.6	15	-4
CC12CN3CC(C)(CN(C1)C3c1cccs1)C2=O (centres undefined)	-1	107	2.7	-6	-1.6	3	-0.6	4	2.7	9	18
O=C(NCCN1CCOCC1)c1ccc(Cl)nc1Cl	-2	94	4.4	-14	1.1	6	-0.9	-13	3.6	-8	10
CCCCn1c(O)c(C(CC)=NCc2ccco2)c(=O)[nH]c1=O	1	109	0.9	-11	1.2	11	-0.5	7	1.3	-7	23
Cc1ccc2c(c1)N(C(C)C(=O)N1CCC3(CC1)OCCO3)C(=O)CO2 (centres undefined)	-2	·	2.7	-8	-2.1	14	-1.6	80	1.0	13	-17
COC(=O)[C@@H]1[C@@H](C(=O)OC)C2(c3ccccc3-c3ccccc32)N(c2ccc(Cl)cc2)N1C#N	-2	59	-0.5	3	4.0	-1	0.6	427*	-0.7	-22	-26
CCC(=O)c1cc(F)c(N2CCN(CC)CC2)cc1C	2	99	2.2	-17	-2.6	-8	2.1	3	2.5	14	2
CC12CCC(=O)CC1CCC1C2C(=O)CC2(C)C1CCC2(C)O (centres undefined)	-3	90	·	-3	-2.3	11	·	·	3.2	12	-13
c1ccc2c(CN3CCCCCC3)c[nH]c2c1	-1	104	0.3	0	0.9	3	-1.8	-3	5.5	-6	-2
O=C(NC(Cc1ccccc1)C(=O)N1CCC2(CC1)OCCO2)C1CCCCC1 (centres undefined)	-1	·	2.0	2	-2.5	4	1.5	10	1.2	13	·

Assay outcomes (PubChem BioAssay)
